POLI inh = inhibitors of human DNA polymerase iota; Potency, µM (titrated, usually from 115 µM), for inactives: top-dose activity, negative = inhibition, most hits filed as inhibitors; Q9UNA4; AID 588590; Pol iota fluorescent replication assay, 10 min; 390,000 compounds, 1% hits; further: potency means the concentration at half of the fitted maximal effect
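Fluorescent replication assay read twice, at 0 min and 10 min after adding 50 nM (final) substrate. Enzyme (10 nM) and compounds were first incubated 15 min at room temperature; enzyme-free buffer wells were negative controls.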
Apoferritin bind = candidate novel general anesthetic via apoferritin binding | apoferritin/1-aminoanthracene competitive binding, fluorescence | Potency, µM (titrated, usually from 77.5 µM), for the others: at the highest dose activity change, negative = displacement, hits mostly inhibitors | 350,000 compounds, 0.074% hits | AID 485281; further: potency means the concentration at half of the fitted maximal effect; on the % scale 0 is the no-effect control and ±100 the full control effect; nearly all actives have a fitted effect of over 20% in size
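Horse-spleen apoferritin (10 uM) in 50% saturated 1-aminoanthracene in PBS was incubated 10 min at room temperature with compound. Fluorescence (ex 380, em 535 nm) was normalized to free and bound 1-AMA, with concentration-response fitted by a four-parameter Hill equation.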
ERG Ets-DNA blk = inhibitors of human ERG Ets domain-DNA interaction | P11308 | AID 624246 | Potency, µM (titrated, usually from 76.9 µM), for the others: top-dose FP activity, negative = inhibition, hits mostly inhibitors | fluorescence polarization, His-ERG Ets domain / labelled DNA | 370,000 compounds, 0.028% hits; active means well fitted inhibition curve with a large enough effect in the polarisation, with a control signal flat; inconclusive means small, poorly fitted or top-dose-only effect, or effect the other way, or a change in a side signal; inactive means no such curve, though single readings can be large or run the other way; the % refers to the polarisation;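 further: polarization taken with two DNA probes labelled with fluorescein and Texas red; potency means the concentration at half of the fitted maximal effect; % of control where 0% means no effect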
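His-tagged ERG Ets domain (1 uM in the protein solution; 300mM KCl, 50mM Tris-HCl, 1mM EDTA, 1mM DTT, pH 7.5) received compound, then a probe mix of 5 nM fluorescein-DNA and 100nM Texas-615-DNA. Fluorescence polarization was read for both dyes.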
POLB inh = DNA polymerase beta (human) inhibition; AID 485314; 340,000 compounds, 1.3% hits; Potency, µM (doses to about 114 µM), for the others: top-dose activity change, negative = inhibition, actives largely listed as inhibitors; Pol beta primer extension/strand displacement, fluorescence kinetic; further: potency means the concentration at half of the fitted maximal effect; on the % scale 0 is the no-effect control and ±100 the full control effect
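Values derive from four-parameter Hill fits of normalized kinetic data: reads at 0 and 10 min following addition of 50 nM substrate to 10 nM Pol beta preincubated 15 min with compound.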
BLM inh = inhibitors of human Bloom syndrome helicase BLM. P54132. recombinant BLM DNA unwinding, fluorescence dequenching. Potency, µM (doses to about 56.1 µM), for inactives: top-dose activity change, negative = inhibition, most hits filed as inhibitors. 350,000 compounds, 0.2% hits. AID 2528;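 further: potency means the concentration at half of the fitted maximal effect; plate controls were vehicle for no effect and no enzyme for full effect; nearly all actives have a fitted effect of over 35% in size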
TRHR agonist = agonists of human TRH receptor; P34981; TRHR cells, calcium flux fluo-8, FDSS agonist mode; activation, % at 2 µM; 360,000 compounds, 0.18% hits; in the data active means activation above about 30%; further: 0% is about no effect
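TRHR-expressing cells, plated overnight in medium with 10% serum, were loaded with fluo-8 calcium dye at room temperature. After a 10 s baseline, library compound was pin-added and calcium release was recorded kinetically (ex 480/em 530) as agonist response.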
POLK inh = inhibitors of human DNA polymerase kappa | Q9UBT6 | purified Pol kappa, fluorescent DNA synthesis assay, 10 min | Potency, µM (series often up to 107 µM), for the others: at the highest dose activity, negative = inhibition, actives largely listed as inhibitors | 400,000 compounds, 0.53% hits; further: potency means the concentration at half of the fitted maximal effect; on the % scale 0 is the no-effect control and ±100 the full control effect
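Inhibition of 10 nM Pol kappa is measured by a fluorescent read-out at 0 and 10 min following addition of 50 nM substrate (final), with a 15-min room-temperature compound preincubation.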
APE1 inh = blocks human APE1 abasic DNA cleavage | Potency, µM (top dose mostly 65.8 µM), for the others: at the top dose activity change, negative = inhibition, most hits filed as inhibitors | P27695 | 350,000 compounds, 0.35% hits | recombinant APE1, TAMRA/BHQ-2 abasic DNA cleavage fluorescence;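 further: potency means the concentration at half of the fitted maximal effect; plate controls were vehicle for no effect and reference inhibitor for full effect; nearly all actives have a fitted effect of over 55% in size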
Target sequence (P27695 whole entry, looked up): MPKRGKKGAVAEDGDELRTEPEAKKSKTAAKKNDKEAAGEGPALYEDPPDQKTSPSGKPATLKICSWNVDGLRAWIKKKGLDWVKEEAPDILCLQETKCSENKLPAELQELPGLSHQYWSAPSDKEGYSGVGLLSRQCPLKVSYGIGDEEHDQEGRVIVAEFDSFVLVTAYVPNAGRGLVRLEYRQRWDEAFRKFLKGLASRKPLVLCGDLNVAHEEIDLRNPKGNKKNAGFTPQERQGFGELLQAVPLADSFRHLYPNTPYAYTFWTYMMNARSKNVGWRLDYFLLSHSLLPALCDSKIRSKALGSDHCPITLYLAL
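Quantitative HTS: incision of a TAMRA/BHQ-2 double-stranded substrate bearing a tetrahydrofuran abasic site by 0.75 nM APE1 raises fluorescence. Substrate 50 nM final, added after 15 min compound preincubation at room temperature; progress as third-minus-first kinetic read difference.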
ALOX12 inh = inhibitors of human 12S-lipoxygenase ALOX12; Potency, µM (highest dose often 108 µM), inactives show at the top dose activity change, negative = inhibition, actives largely listed as inhibitors; purified 12hLO, xylenol orange hydroperoxide absorbance; 580,000 compounds, 1.1% hits; P18054; further: potency means the concentration at half of the fitted maximal effect; on the % scale 0 is the no-effect control and ±100 the full control effect
Target sequence (P18054 whole entry, looked up): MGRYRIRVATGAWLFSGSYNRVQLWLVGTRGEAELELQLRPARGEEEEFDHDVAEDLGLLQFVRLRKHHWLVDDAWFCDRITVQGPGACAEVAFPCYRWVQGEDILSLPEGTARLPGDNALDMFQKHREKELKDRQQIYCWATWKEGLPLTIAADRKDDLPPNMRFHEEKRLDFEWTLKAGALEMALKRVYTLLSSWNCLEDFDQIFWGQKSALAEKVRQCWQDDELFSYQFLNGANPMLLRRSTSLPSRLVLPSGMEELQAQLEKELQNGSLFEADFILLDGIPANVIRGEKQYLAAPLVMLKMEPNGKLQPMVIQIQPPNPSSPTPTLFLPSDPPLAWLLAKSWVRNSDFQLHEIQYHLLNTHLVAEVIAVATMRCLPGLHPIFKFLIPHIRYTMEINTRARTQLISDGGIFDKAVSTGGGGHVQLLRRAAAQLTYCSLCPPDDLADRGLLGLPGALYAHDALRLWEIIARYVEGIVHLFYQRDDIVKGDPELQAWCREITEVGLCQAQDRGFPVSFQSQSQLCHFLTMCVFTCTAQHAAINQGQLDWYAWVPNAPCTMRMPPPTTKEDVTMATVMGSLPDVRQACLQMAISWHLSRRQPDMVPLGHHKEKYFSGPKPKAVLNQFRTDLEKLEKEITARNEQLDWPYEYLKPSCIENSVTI
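Hydroperoxide product was detected by ferrous iron/xylenol orange as the 573 to 405 nm absorbance ratio. Arachidonic acid at 40 uM (final) was turned over for 30 min at room temperature by 150 nM human 12hLO, pH 7.0 Hepes buffer, after 15 min compound preincubation.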
The depositor's hits bear a star; ? = inconclusive; nt = not tested or not shown; & = joins results of further samples; [ ] = remark or other dose. Unless noted, the call rests on the fitted dose curve; in most records, active means well fitted curve in the direction sought with a large enough effect; inconclusive means small, poorly fitted or top-dose-only effect, or another doubt; inactive means no such curve, though single readings can be large; an effect the other way counts as inactive or inconclusive. Some of the compounds tested. The share of hits here may be higher or lower than overall.

smiles	POLI inh	Apoferritin bind	ERG Ets-DNA blk	POLB inh	BLM inh	TRHR agonist	POLK inh	APE1 inh	ALOX12 inh
COc1cccc(CN2C(=O)CN(C3CCCCC3)C(=O)C2c2ccc(F)cc2)c1 (centres undefined)	-13%	?	5%	7%	-3%	-0.5	-4%	-6%	-3%
COc1ccc(Cn2c(=O)c3cccnc3n(Cc3cccc(OC)c3)c2=O)cc1	8%	-16%	4%	10%	-9%	0.6	-24%	nt	3%
NS(=O)(=O)c1ccc(CCNC(=O)NC2CCCCC2)cc1	51%[activator]	0%	-4%	1%	-2%	0.4	0%	3%	-1%
Cc1cnc(CN(C)C(=O)c2cc(COc3c(F)cccc3F)on2)[nH]1	53%[activator]	-17%	-3%	-3%	-4%	0.2	-11%	5%	0%
Cc1cccc(N2CC(C(=O)Nc3cccc(S(=O)(=O)N4CCCCC4)c3)CC2=O)c1C (centres undefined)	35%[activator]	nt	-5%	nt	nt	-0.3	?	-13%	1%
Cc1ccc(C(=O)Nc2ccccc2NC(=O)c2ccc(C)o2)o1	13%	-10%	-2%	0%	-1%	0.2	-5%	-2%	?
CCOc1ccc(CNC(=O)c2ccc(CS(=O)Cc3ccc(Cl)cc3)o2)cc1 (centres undefined)	-3%	-7%	-7%	-9%	-3%	-0.5	-9%	nt	-24%
COc1ccc(C2C=C(c3ccccc3)Nc3nc(NC(=O)c4ccc(C)cc4)nn32)cc1 (centres undefined)	17%	-11%	2%	-2%	-4%	-0.2	-19%	nt	-27%
Nc1nonc1C(=O)N/N=C/c1cc(Br)ccc1O	97%[activator]	3%	-3%	-12%	-6%	45*	-2%	-1%	?
Cc1nc2ccccc2n1CCC(=O)O	8%	-12%	11%	15%	3%	0.2	-4%	1%	-21%
CC(=O)O/N=C(\N)Cc1ccc(-c2csnn2)cc1	28%	2%	-7%	1%	1%	-0.4	6%	4%	-12%
CNC(=O)CSc1nc2[nH]ncc2c(=O)[nH]1	48%[activator]	-4%	-13%	-5%	-8%	0.5	-1%	2%	5%
CC(=O)c1cc(CC=C(C)C)c(O)c(CC=C(C)C)c1O	28%	-13%	-3%	14%	-3%	1.3	-6%	-6%	?
Cn1nc(C(F)(F)F)c(-c2cccc(C(F)(F)F)c2)c1NC(=O)c1ccco1	52%[activator]	-8%	5%	-16%	-10%	0.3	-17%	-8%	-6%
Cc1ccc(NC(=O)C2CCCN2S(=O)(=O)c2ccc3c(c2)n(C)c(=O)c(=O)n3C)c(C)c1 (centres undefined)	53%[activator]	4%	7%	18%	-4%	0.2	3%	1%	0%
Cc1ccc(CCNC(=O)c2ccc3c(=O)n(-c4ccccc4)c(=O)[nH]c3c2)cc1	12%	-2%	6%	-13%	-1%	0.7	2%	nt	9%&-27%
Cc1cc2nc(-c3ccc(OCc4ccccc4)cc3)cc(C(F)(F)F)n2n1	27%	-8%	4%	1%	3%	-1.0	-5%	nt	2%
CCC(C)NS(=O)(=O)c1ccc(OCC(=O)NCc2cccnc2)cc1 (centres undefined)	19%	-1%	-11%	4%	0%	0.5	-11%	19%	39%
O=C(CCCCC(=O)OCC1COCO1)OCC1COCO1 (centres undefined)	12%	nt	22%	nt	nt	nt	-4%	nt	6%
Cc1ccc(NC(=O)c2c(C)cc(C)nc2SCC(=O)Nc2ccc(Br)cc2)cc1	-1%	1%	1%	9%	-1%	-1.0	2%	nt	-25%
CS(=O)(=O)NN1C(=O)c2ccccc2NC1c1ccccc1 (centres undefined)	58%[activator]	108%[activator]	10%	-12%	0%	0.5	-12%	?	11%
Cc1cccc(C(=O)Nc2cccc(C(=O)OCc3cc(=O)n4c5c(sc4n3)CCCC5)c2)c1	18%	31%[activator]	0%	6%	0%	0.5	-1%[60.1 µM]	nt	-4%
CC(C)CN1CCC2(CC1)CCN(S(=O)(=O)c1ccccc1)CC2	nt	nt	nt	nt	4%	nt	-4%[60.1 µM]	5%	-2%[57.4 µM]
CC(C)(O)C#Cc1ccc(C(=O)N2CCN(c3ccc(Cl)cc3)CC2)cc1	83%[activator]	-13%	-1%	3%	-5%	0.7	-5%	3%	2%
CN=C1NN=C(c2cc(C)n(-c3ccc(Cl)cc3)c2C)CS1	48%[activator]	-18%	7%	4%	1%	0.0	3%	-6%	?
OC1(c2ccc3c(c2)OCO3)CCN(Cc2ccccn2)CC1	?	-3%	5%	1%	-3%	-0.1	6%	3%	0%
CCOC(=O)C1CCN(S(=O)(=O)c2ccc(-c3ccccn3)s2)CC1	-8%	-3%	1%	2%	-4%	-0.2	-2%	-1%	39%[activator]
CSc1ccc(/C=C(/NC(=O)c2ccco2)C(=O)N2CCCCCC2)cc1	27%	-17%	4%	24%	-4%	0.2	1%	20%	2%
CC1=NN(C(=O)Cc2ccc(C)cc2)C(O)(c2cccnc2)C1 (centres undefined)	26%	-7%	-3%	0%	5%	0.1	-9%	0%	8%
CCCCC(=O)NS(=O)(=O)c1ccc(N=NN(CC)CC)cc1	-5%	-7%	4%	5%	-3%	0.8	-8%	6%	12%

TRHR agonist, hit marks shown above.
| structure | POLI inh | ERG Ets-DNA blk | BLM inh | TRHR agonist | POLK inh | APE1 inh | ALOX12 inh |
| --- | --- | --- | --- | --- | --- | --- | --- |
| Nc1nonc1C(=O)N/N=C/c1cc(Br)ccc1O | 97%[activator] | -3% | -6% | 45* | -2% | -1% | ? |

(more compounds)
smiles	POLI inh	Apoferritin bind	ERG Ets-DNA blk	POLB inh	BLM inh	TRHR agonist	POLK inh	APE1 inh	ALOX12 inh
CC(C)OC(=O)C1C(=O)CC(C)(O)C(C(=O)OC(C)C)C1c1ccccc1 (centres undefined)	5%	-8%	9%	-27%	2%	0.2	-5%	-5%	-12%
CCC(=O)Nc1ccc2c(c1)C(=O)N(C1CCCCC1)C2=O	18%	-11%	0%	-16%	3%	-0.7	-4%	3%	-5%
CCc1cc(=O)oc2cc(C)c(CN3CCCCC3)c(O)c12	7.9µM*	?	0%	8.9µM*	18µM*	-0.2	18µM*	22µM*	?
COc1ccc(OCCOC(=O)c2cc(S(=O)(=O)N3CCOCC3)c(Cl)cc2Cl)cc1	3%	nt	4%	nt	nt	1.1	-7%	3%	2%
CCOc1ccc2nc(SCC(=O)NC3CCS(=O)(=O)C3)[nH]c2c1 (centres undefined)	?	-6%	-1%	0%	-1%	0.2	-2%	14%	240%[activator]
COc1ccc(C(=O)N2CCC3(CCN(CC(C)C)CC3)CC2)cc1	nt	nt	nt	nt	3%	nt	2%[60.1 µM]	?	2%[57.4 µM]
CC(C)Cc1nn2c(=O)cc(COC(=O)c3ccccc3NC(=O)c3cccs3)nc2s1	-17%	-5%	0%	0%	-1%	0.9	-7%[60.1 µM]	nt	-15%
COc1ccc(-c2ccc([C@H]3[C@H]4C=CC[C@@H](C)[C@@H]4C(=O)N3Cc3ccccc3)c(F)c2)cc1C	22%	5%	7%	19%	-7%	0.4	-3%	2%	-3%
COc1ccc(Cn2ccc3nc(C)c(C(=O)N4CCN(c5cc(C)ccc5C)CC4)cc3c2=O)cc1	-12%	?	4%	-3%	-8%	0.5	5%	nt	3%
c1ccc(NCn2cncn2)nc1	4%	-4%	4%	-6%	2%	0.1	2%	5%	-7%
CN(C(=O)c1cccc(NC(=O)Cc2cccc(NC(=O)C3CCN(C(=O)C4CC4)CC3)c2)c1)C1CCC1	8%	nt	5%	nt	nt	nt	5%	nt	1%
Fc1ccc(N2CCN(Cc3nnc(-c4ccccc4Cl)o3)CC2)cc1	23%	-16%	5%	-2%	-2%	0.1	19%	nt	-19%
CN(C)c1ccc(C2C3C(=O)N(c4ccc(C(=O)O)cc4)C(=O)C3ON2c2ccccc2)cc1 (centres undefined)	-7%	-7%	0%	1%	3%	-0.1	-8%	-1%	-5%
Cn1c(=O)c2c(-c3ccc(Cl)cc3)ccnc2n(C)c1=O	-3%	-5%	0%	9%	-3%	-0.5	-3%	nt	-16%
O=c1c2c(n3cnnc3n1-c1ccccc1)-c1ccccc1CC21CCCC1	6%	-4%	-1%	1%	2%	0.1	-3%	4%	0%
c1ccc2c(c1)CCCN2Cc1nnc2n1CCCCC2	31%[activator]	-8%	-9%	4%	-3%	1.9	-8%	-2%	-12%
COc1ccc(C(=O)c2ccc(OC)cc2O)c(O)c1	9%	?	3%	-15%	-2%	-0.6	-7%	0%	-2%
Cc1cc(=O)[nH]c2nnc(SCC(=O)NC(C)(C)C)n12	-9%	-5%	4%	17%	2%	0.3	-8%[60.1 µM]	nt	-19%
CCC(C)Sc1cccc(-c2nc3ccc(C)cn3c2NCc2ccccc2)c1 (centres undefined)	?	nt	12%	nt	nt	-0.4	-9%	-16%	?
O=C(Nc1ccc(Nc2ccccc2)cc1)C(Cl)Cl	43%[activator]	?	-6%	-18%	-15%	0.0	-1%	-1%	-14%
CCC(=O)Nc1nc2ccc(S(C)(=O)=O)cc2s1	-6%	0%	-3%	0%	-8%	-0.2	-10%	5%	43%[activator]
